PLK1 PBD block: qHTS for Inhibitors of PLK1-PDB (polo-like kinase 1 - polo-box domain): Primary Screen; Plk1 PBD binding of FITC phosphopeptide, fluorescence polarization; Potency, µM, for the others: max response, negative = inhibition, hits mostly inhibitors; actives 2.8% (n = 360,000); AID 720504, 2013; note: potency is the fitted concentration of half-maximal effect; series mostly up to about 57 µM; % is set by controls: 0 for no effect and ±100 for the full control effect; nearly all actives have a fitted effect of over 65% in size
EPAC1 antag: qHTS for Antagonist of cAMP-regulated guanine nucleotide exchange factor 3 (EPAC1): primary screen | EPAC1 GEF assay, Rap1b-BODIPY-GDP exchange fluorescence | Potency, µM (top dose mostly 115 µM), inactives show at the highest dose activity change, negative = inhibition, hits mostly inhibitors | Rap guanine nucleotide exchange factor 3 (Homo sapiens), O95398 | actives 0.14% (n = 360,000);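 note: potency is the fitted concentration of half-maximal effect; plate controls were vehicle for no effect and positive control for full effect; nearly all actives have a fitted effect of over 50% in size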
CCT modulator: High-Throughput Screening for Modulators of Cytosolic Chaperonin Activity. purified chaperonin ATPase assay, HTRF ADP detection, 30 min. activity change, % (concentration not given with the values), hits read low. actives 0.3% (n = 360,000). AID 651819, 2012; in the data active = activity change below about -30%; note: % is set by controls: 0 for no effect and ±100 for the full control effect
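Nucleotide hydrolysis assay: TRiC at 20–40 nM final (set by batch activity) with 10 uM ATP, 30 min at 37 °C, in presence of 76 uM compound. Detection by competitive ADP HTRF, 30 min ambient.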
MmCpn inh: Inhibitors of TCP-1 ring complex (TRiC) of Methanococcus maripaludis (MmCpn): qHTS; purified Mm-Cpn ATPase, ADP Transcreener TR-FRET; Potency, µM (series often up to 76.9 µM), for the others: top-dose activity, negative = inhibition, most hits filed as inhibitors; Chaperonin Mm-Cpn (Methanococcus maripaludis); actives 0.031% (n = 330,000); note: potency is the fitted concentration of half-maximal effect; % is set by controls: 0 for no effect and ±100 for the full control effect; nearly all actives have a fitted effect of over 80% in size
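Compound-treated chaperonin, 25 nM final, turns over 10 uM ATP at 37°C for 30 min following a 10 min preincubation; ADP generated competes with ADP-d2 for Eu-cryptate antibody, lowering FRET.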
EPAC2 antag: qHTS for Antagonist of cAMP-regulated guanine nucleotide exchange factor 2 (EPAC2): primary screen | Rap guanine nucleotide exchange factor 4 (Homo sapiens), Q8WZA2 | EPAC2 GEF exchange of Rap1B-BODIPY-GDP, fluorescence | Potency, µM (series often up to 114 µM), for inactives: at the highest dose activity, negative = inhibition, actives largely listed as inhibitors | actives 0.18% (n = 360,000) | AID 720708, 2013; note: potency is the fitted concentration of half-maximal effect; % is set by controls: 0 for no effect and ±100 for the full control effect; nearly all actives have a fitted effect of over 45% in size; many of its hits are not listed in these tables
PI5P4K alpha inh: qHTS for Inhibitors of phosphatidylinositol 5-phosphate 4-kinase (PI5P4K). actives 1.2% (n = 330,000). max response, %. PI5P4Kalpha enzyme, ADP-Glo luminescence, 60 min; active compounds read low. AID 652105, 2013. Phosphatidylinositol 5-phosphate 4-kinase type-2 alpha (Homo sapiens), P48426; active = max response of -50% or lower; inconclusive = between -30% and -50%; inactive = -30% or higher; note: value at the top dose of about 77 µM; % is set by controls: 0 for no effect and ±100 for the full control effect
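Reactions run in 0.038 M HEPES pH 7.4, 0.28 mM EGTA, 0.1% CHAPS and 5% DMSO, with PI5P4Kalpha, substrate, compound and 5 microM ATP final, one hour at room temperature. Readout is ADP-Glo luminescence.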
WRN inhibitor: qHTS for Inhibitors of WRN Helicase; Bifunctional 3'-5' exonuclease/ATP-dependent helicase WRN (Homo sapiens), Q14191; actives 0.46% (n = 360,000); WRN helicase unwinding, fluorescent forked duplex, kinetic; Potency, µM (doses to about 114 µM), without a hit: top-dose activity change, negative = inhibition, most hits filed as inhibitors; note: potency is the fitted concentration of half-maximal effect; % is set by controls: 0 for no effect and ±100 for the full control effect; nearly all actives have a fitted effect of over 55% in size
Target sequence (Q14191 whole entry, looked up): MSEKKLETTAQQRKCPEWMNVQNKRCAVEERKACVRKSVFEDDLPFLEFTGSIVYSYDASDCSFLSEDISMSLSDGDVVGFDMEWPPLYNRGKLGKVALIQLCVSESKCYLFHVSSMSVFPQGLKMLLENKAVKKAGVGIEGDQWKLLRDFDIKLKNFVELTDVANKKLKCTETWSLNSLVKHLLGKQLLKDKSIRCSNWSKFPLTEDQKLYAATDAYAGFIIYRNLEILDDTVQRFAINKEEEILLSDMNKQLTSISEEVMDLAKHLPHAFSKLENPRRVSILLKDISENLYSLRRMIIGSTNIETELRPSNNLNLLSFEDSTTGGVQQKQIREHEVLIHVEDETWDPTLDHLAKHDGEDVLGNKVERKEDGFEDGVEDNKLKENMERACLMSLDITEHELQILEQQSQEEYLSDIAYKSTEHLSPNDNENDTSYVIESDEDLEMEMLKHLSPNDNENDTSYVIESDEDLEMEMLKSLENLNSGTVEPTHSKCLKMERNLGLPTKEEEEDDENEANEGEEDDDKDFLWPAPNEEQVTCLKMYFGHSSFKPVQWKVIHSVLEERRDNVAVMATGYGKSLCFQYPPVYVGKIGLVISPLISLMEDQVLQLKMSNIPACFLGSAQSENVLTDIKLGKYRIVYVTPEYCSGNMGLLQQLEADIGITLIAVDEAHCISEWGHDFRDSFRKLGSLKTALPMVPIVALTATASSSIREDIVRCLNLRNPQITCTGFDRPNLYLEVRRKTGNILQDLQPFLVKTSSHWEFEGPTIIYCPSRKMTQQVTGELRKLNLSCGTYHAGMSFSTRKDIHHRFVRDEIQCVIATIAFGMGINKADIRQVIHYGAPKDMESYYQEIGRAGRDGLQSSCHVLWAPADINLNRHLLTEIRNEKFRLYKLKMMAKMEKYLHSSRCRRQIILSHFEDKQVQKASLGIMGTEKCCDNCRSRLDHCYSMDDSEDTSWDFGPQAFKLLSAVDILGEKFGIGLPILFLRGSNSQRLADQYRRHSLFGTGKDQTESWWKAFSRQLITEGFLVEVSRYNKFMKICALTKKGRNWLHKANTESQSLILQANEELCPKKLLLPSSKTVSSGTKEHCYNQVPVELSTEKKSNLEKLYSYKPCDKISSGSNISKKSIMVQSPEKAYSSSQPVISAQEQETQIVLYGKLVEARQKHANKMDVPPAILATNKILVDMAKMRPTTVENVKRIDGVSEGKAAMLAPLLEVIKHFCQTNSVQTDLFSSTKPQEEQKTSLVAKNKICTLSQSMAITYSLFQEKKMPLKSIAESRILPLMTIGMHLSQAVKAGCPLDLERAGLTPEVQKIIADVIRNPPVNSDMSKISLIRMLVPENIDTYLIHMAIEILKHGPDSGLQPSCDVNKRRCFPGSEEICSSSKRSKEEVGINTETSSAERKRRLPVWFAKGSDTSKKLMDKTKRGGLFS
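WRN at 20 nM final was preincubated with compound for 15 min at room temperature; reaction started with 100 nM forked duplex oligonucleotide carrying fluorophore and quencher plus 2 mM ATP (final). Unwinding followed kinetically by red fluorescence (ex 525/em 598 nm).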
EPAC1 ag: qHTS for Agonist of cAMP-regulated guanine nucleotide exchange factor 3 (EPAC1): primary screen | EPAC1 agonist qHTS, biochemical assay; response scale: 100% = response to 6.5 mM cAMP | Potency, µM (top dose mostly 154 µM), inactives show at the highest dose activation, hits mostly activators | actives 0.073% (n = 360,000); note: potency is the fitted concentration of half-maximal effect; nearly all actives have a fitted effect of over 60% in size
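Nucleotide exchange assay: 100 nM EPAC1 with 250 nM Rap1B loaded with BODIPY-GDP and 50 uM GDP, room temperature. Fluorescence (480/540 nm) read every 5 min for 30 min; signal change normalized to 6.5 mM cAMP as full agonist.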
An asterisk follows results filed as active; ? = inconclusive; nt = not tested or not shown; [ ] = another dose, or the depositor's remark. Unless noted, calls come from the whole dose curve; as a rule, active = well fitted curve in the direction sought with a large enough effect; inconclusive = small, poorly fitted or top-dose-only effect, or another doubt; inactive = no such curve, though single readings can be large; an effect the other way counts as inactive or inconclusive.

SMILES	PLK1 PBD block	EPAC1 antag	CCT modulator	MmCpn inh	EPAC2 antag	PI5P4K alpha inh	WRN inhibitor	EPAC1 ag
CN1CCN(C(=S)c2cn(CCOc3ccccc3)c3ccccc23)CC1	-4%	-1%	-1.2	-1%	3%	12	3%	-1%
COc1ccccc1CCNC(=O)C1CCC(=O)N(C2CCCCCC2)C1 (configuration not stated)	-1%	-7%	-0.6	4%	11%	4	-10%	-1%
COc1ccc(NS(=O)(=O)c2cc(NC(=O)C3=NN(c4ccccc4)C(=O)CC3)ccc2C)cc1	-1%	5%	-0.7	nt	-5%	3	-6%	-4%
O=C(COC(=O)/C=C/c1cccc(C(F)(F)F)c1)NC(c1ccccc1)c1ccccc1	7%	23%	-1.7	0%	19%	3	-15%[57.1 µM]	-9%
Cc1ccc(C(=O)O)cc1NS(=O)(=O)c1ccc2c(c1)oc(=O)n2C	2%	2%	2.5	-3%	4%	-7	6%	2%
CCC(=O)Nc1ccc(C(=O)Nc2cccc(OC)c2)cc1	-7%	0%	-0.1	1%	18%	2	-6%[57.1 µM]	-4%
CC(C)c1[nH]nc2c1C(c1cccc(OC(=O)N3CCOCC3)c1)C(C#N)=C(N)O2 (configuration not stated)	-13%	-17%	-4.7	-1%	2%	-17	-24%	3%
COc1ccc(N2CC(C)Cn3c2nc2c3c(=O)[nH]c(=O)n2C)cc1 (configuration not stated)	-6%	-1%	-1.3	1%	5%	0	-6%	-3%
O=C(O)c1ccc(N/N=C/c2ccc(-c3cccc(Cl)c3)o2)cc1	?	1%	-3.4	1%	?	-2	-18%	2%
CC(C#N)Sc1ncnc2sc3c(c12)CCC3 (configuration not stated)	-3%	1%	3.1	0%	2%	nt	-4%	5%
O=C(Oc1ccc(N(C(=O)c2ccncc2)S(=O)(=O)c2cccs2)cc1)c1ccncc1	-17%	-2%	-3.9	0%	-3%	-11	-7%	-6%
COc1ccccc1Nc1nnc(SCC(=O)NC2CC2)s1	-1%	7%	1.4	0%	20%	7	0%	-5%
C[C@H](CO)N1C[C@H](C)[C@@H](CN(C)C(=O)Nc2ccccc2)Oc2c(NS(=O)(=O)c3cccs3)cccc2C1=O	-4%	2%	0.4	1%	-1%	3	-5%	1%
O=C1NC2(CCCCC2)C(=O)N1/N=C/c1ccccc1Br	-4%	-7%	-1.6	?	2%	-6	3%	-5%
COc1cc(/C=N/Nc2ccc(Cl)c(C(=O)O)c2)ccc1OC(=O)c1cccs1	?	?	1.8	0%	-25%	6	0%[11.6 µM]	0%
CC(=O)N/C(=C/c1ccc([N+](=O)[O-])cc1)C(=O)O	-8%	-12%	1.4	-1%	3%	-3	-4%	6%
COc1ccc(N2CCN(C(=O)C(NC(=O)c3c(F)cccc3F)C(C)C)CC2)cc1 (configuration not stated)	-3%	17%	-0.4	1%	6%	-8	19%	-2%
CC(C)NC(=O)c1ccc(-c2ccccc2C(F)(F)F)o1	-2%	5%	-2.4	-2%	-6%	nt	-4%[57.1 µM]	-1%
Cc1ccc(C(=O)O/N=C/c2c(C)nn(C)c2Cl)cc1	-6%	6%	-4.0	3%	-18%	3	-6%	3%
O=C(CSc1ccc2nnc(CCNC(=O)c3ccccc3)n2n1)NCc1ccc(F)cc1	2%	-8%	-1.6	2%	4%	1	-5%	21%

Arranged by molecular weight (low to high): part of the list above
SMILES	PLK1 PBD block	EPAC1 antag	CCT modulator	MmCpn inh	EPAC2 antag	PI5P4K alpha inh	WRN inhibitor	EPAC1 ag
CC(=O)N/C(=C/c1ccc([N+](=O)[O-])cc1)C(=O)O	-8%	-12%	1.4	-1%	3%	-3	-4%	6%
O=C1NC2(CCCCC2)C(=O)N1/N=C/c1ccccc1Br	-4%	-7%	-1.6	?	2%	-6	3%	-5%
O=C(CSc1ccc2nnc(CCNC(=O)c3ccccc3)n2n1)NCc1ccc(F)cc1	2%	-8%	-1.6	2%	4%	1	-5%	21%
O=C(Oc1ccc(N(C(=O)c2ccncc2)S(=O)(=O)c2cccs2)cc1)c1ccncc1	-17%	-2%	-3.9	0%	-3%	-11	-7%	-6%

Remaining list, next part:
SMILES	PLK1 PBD block	EPAC1 antag	CCT modulator	MmCpn inh	EPAC2 antag	PI5P4K alpha inh	WRN inhibitor	EPAC1 ag
COc1ccc(CN(C)CC(=O)Nc2ccccc2-c2ccccc2)c(OC)c1	-19%	3%	1.3	-2%	?	-2	-4%	19%
O=C(Cn1c(=O)oc2cc(S(=O)(=O)N3CCCCC3)ccc21)N1CCCCC1	-1%	-4%	2.0	1%	11%	0	3%	11%
C(=C\c1ccccc1)/CNCC1CCCO1 (configuration not stated)	-3%	-12%	-0.3	-1%	0%	2	1%[57.1 µM]	17%
Nc1nnc(Sc2ccc(Cl)cc2[N+](=O)[O-])s1	3%	14%	-2.8	-1%	?	0	8%[57.1 µM]	6%
Cn1c(N)c(C(=O)COC(=O)Cc2ccc(Cl)cc2)c(=O)n(C)c1=O	2%	-4%	1.4	2%	6%	-3	6%	-15%
CCOC(=O)C(=O)c1cn(C2OCC(OC(C)=O)C(OC(C)=O)C2OC(C)=O)c2ccccc12 (configuration not stated)	-9%	-25%	1.0	-1%	-29%	21	-10%	-8%
CC(CCc1ccccc1)NC(=O)COc1cc(F)ccc1[N+](=O)[O-] (configuration not stated)	-12%	-14%	-1.9	0%	4%	2	1%	5%
CC1(NC(=O)C23CC4CC(CC(C4)C2)C3)CCS(=O)(=O)C1 (configuration not stated)	-8%	10%	0.5	-1%	7%	2	5%	1%
CCCc1nc(-c2ccc(-c3ccc(F)cc3)cc2)no1	4%	-8%	1.3	1%	-2%[57.1 µM]	5	1%	0%
Cn1cc(CNC(=O)c2ccc(OC3CCN(Cc4ccccn4)CC3)cc2)cn1	-6%	11%	0.4	2%	2%	3	6%	5%
CSCCC(NC(=O)c1ccc([N+](=O)[O-])cc1Cl)C(=O)OCC(=O)NC(=O)CN1CCCC1=O (configuration not stated)	-6%	-17%	2.5	-3%	12%	-10	-24%	6%
O=C1NC[C@H](CCCCN2CCN(Cc3ccccc3)C(=O)C2=O)N(CC2CCCCC2)C1=O	-7%	-24%	1.8	nt	0%	1	11%	-6%
CC12CCC(C(=O)N3CCCCC3)(CC1=O)C2(C)C (configuration not stated)	-7%	-1%	-1.4	3%	1%	-6	10%	1%
CCOC(=O)c1cc([N+](=O)[O-])cc([N+](=O)[O-])c1Sc1ncnc2nc[nH]c12	21µM*	-6%	-0.6	nt	-4%	-5	-22%	10%
COC(=O)COc1ccc(/C=C2\SC(=O)N(CC(=O)Nc3ccccc3F)C2=O)cc1	-6%	?	-1.5	-5%	-3%	0	-1%	5%
Cn1nnnc1Sc1ncnc2scc(-c3ccsc3)c12	nt	-12%	nt	-1%	5%	nt	nt	-10%
C[C@H](NC(=O)C1CCN(S(=O)(=O)c2ccccc2)CC1)C(=O)NCc1ccncc1	4%	8%	1.4	nt	10%	5	8%	-7%
Nc1nc2ccc(Cl)cc2o1	3%	5%	0.9	nt	2%	19	1%	4%
CN(CCOc1ccc(Br)cc1)C(=O)CNC(=O)c1ccc2ccccc2c1	-1%	?	0.0	4%	0%	16	-5%	8%
C/C(=N/NC(=O)c1ccc(Br)s1)c1ccncc1	-11%	1%	0.5	0%	-12%	-6	-6%	3%
Cc1c(NC(=O)C(C)OC(=O)c2cccnc2)c(=O)n(-c2ccccc2)n1C (configuration not stated)	-7%	-5%	2.4	0%	2%	3	0%	4%
COc1ccc([N+](=O)[O-])cc1NC(=O)Nc1ccc(OC)c(OC)c1	-7%	-21%	1.7	-3%	-17%	3	?	3%
Cc1cccc(-n2ccnc2SCC(=O)Nc2cc(C)on2)c1	27µM*	9%	-2.0	-27%	-1%	4	10%	1%
CCCCn1c(N)c(N(CCOC)C(=O)c2cc(-c3ccc(C)cc3)nc3ccccc23)c(=O)[nH]c1=O	-6%	-9%	-1.1	-2%	-8%	7	-6%	-6%
COc1ccc(C(=O)c2sc3nc(-c4ccccc4)ccc3c2N)cc1OC	9%	4%	1.1	-3%	-9%	-21	?	4%
COc1cc(CO)c(Br)cc1OCC(=O)Nc1ccccc1C	-16%	-23%	-1.5	-5%	3%	-3	-30%[57.1 µM]	20%
COc1ccc(C/C(N)=N/OC(=O)c2ccc(Cl)cc2)cc1	-7%	-10%	-1.3	1%	3%	-1	-5%	0%
COc1ccc(Br)cc1/C=N/N1CCN(Cc2ccccc2)CC1	1%	3%	2.4	-1%	10%	19	7%	5%
COc1cc(CN2CCNC(=O)C2CC(=O)N(Cc2nccn2C)C(C)C)cc(OC)c1 (configuration not stated)	0%	10%	-1.3	2%	4%	4	-2%	2%
CS(=O)(=O)N(CC(=O)N1CCc2ccccc2C1)c1cccc(Br)c1	-2%	1%	-2.2	nt	-5%	0	-4%	-2%
CC(C)c1ccccc1OCC(O)CN1CCN(S(=O)(=O)c2ccc([N+](=O)[O-])cc2)CC1 (configuration not stated)	-5%	-23%	-0.4	-2%	-21%	11	-11%	-9%
Cc1ccc(CN(C(=O)c2ccco2)C(C(=O)NC2CCCC2)c2ccc(N3CCOCC3)cc2)cc1 (configuration not stated)	-7%	-18%	-1.8	0%	-2%	-3	2%	2%
O=C(CCn1c(=S)[nH]c2ccccc2c1=O)NCCSCc1ccccc1	-3%	2%	-0.6	-2%	-5%	2	-5%	10%
CC(Nc1nc(-c2ccccc2)nc2ccccc12)c1ccccc1 (configuration not stated)	-1%	-11%	-1.0	-2%	-19%	14	-6%	11%
COCC(CN1CCN(C2=NS(=O)(=O)c3ccccc32)CC1)OC(=O)c1ccccc1 (configuration not stated)	-5%	8%	1.2	1%	7%	3	-9%	7%
CCOC(=O)C1CCN(C(=O)CSc2nc(N)cc(=O)[nH]2)CC1	-15%	-16%	-0.1	0%	10%	5	-2%	-3%
CC(C)N1CC2(CC(c3ccccc3F)=NO2)CN1C(=O)c1ccc(C(C)(C)C)cc1 (configuration not stated)	-3%	-1%	-1.8	nt	-13%	-10	-7%	-18%

Source: PubChem (National Center for Advancing Translational Sciences (NCATS))

A portion of the library; the hit share may differ from the screen's.
